Polio RdRp inh: inhibitors of poliovirus RNA polymerase binding and polymerization; poliovirus polymerase elongation, fluorescence polarization; stronger effect = lower value; % elongation, % (compound at 16.7 µg/mL); 150,000 tested, 0.66% active; AID 588519; in the data active = % elongation below about 90%; also: some results filed as inactive read as strong as hits
Target sequence (P03300 1749-2209 limits assumed): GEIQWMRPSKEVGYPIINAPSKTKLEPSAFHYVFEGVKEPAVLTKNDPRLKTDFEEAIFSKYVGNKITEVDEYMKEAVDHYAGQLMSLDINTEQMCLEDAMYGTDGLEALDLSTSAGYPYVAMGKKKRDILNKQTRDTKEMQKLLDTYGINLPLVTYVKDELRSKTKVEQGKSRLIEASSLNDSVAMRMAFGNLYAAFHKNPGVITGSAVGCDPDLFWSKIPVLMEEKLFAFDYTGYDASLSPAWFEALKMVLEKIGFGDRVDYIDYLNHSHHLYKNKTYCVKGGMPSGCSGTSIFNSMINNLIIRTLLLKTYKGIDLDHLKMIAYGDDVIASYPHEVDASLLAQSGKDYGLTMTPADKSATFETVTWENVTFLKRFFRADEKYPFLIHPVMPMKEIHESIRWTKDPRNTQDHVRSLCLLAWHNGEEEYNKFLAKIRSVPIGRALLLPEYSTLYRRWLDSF
Polio RdRp inh FP z-score: also measured in Polio RdRp inh; calls as there; z-score; measured here: FP z-score; hits read low
Numbers without * were called inactive.

Each structure is followed by: Polio RdRp inh	Polio RdRp inh FP z-score
CC1=NN(c2ccccc2)C(=O)C12C1C=CC(C1)C2(C(F)(F)F)C(F)(F)F (stereo not drawn)
    99	-1.1
Cc1ccccc1NC(=O)NC(=O)CC#N
    100	-0.7
CCC(=O)c1c(O)ccc2c(C)cc(=O)oc12
    100	-0.2
N#Cc1ccc(C(=O)N2CCN(C(=O)c3ccccc3)CC2)cc1
    105	0.3
COCCNc1nc2c(c(=O)n(Cc3cccc(Br)c3)c(=O)n2C)n1C
    103	-0.2
O=C(COc1ccc(S(=O)(=O)NCc2ccccc2)cc1)N1CCCC1
    106	1.8
Cc1c(C(=O)c2ccccc2)c2ccccn2c1CCC#N
    100	-0.2
CCCC(CCC)C(=O)Nc1ncc2c(n1)CCCC2=O
    97	-2.4
CCOC(=O)c1ccc(NC(=O)c2nc(SC(C)C)ncc2Cl)cc1
    102	-0.7
CNC(=O)NC(=O)C(C)Oc1ccccc1-c1ccccc1 (stereo not drawn)
    103	0.3
COc1ccc(NC(=O)CSc2nc(-c3ccccc3)c3ccccc3n2)cc1
    112	1
Cc1ccc(CNC(=O)c2ccc(Cn3c(=O)c4ccccc4n(CC(=O)Nc4ccc(C)cc4)c3=O)cc2)cc1
    117	2.3
CCc1ccccc1NC(=O)Cn1nnc(C(=O)NCc2ccccc2Cl)c1N
    99	-0.4
O=C(O)c1ccccc1C(=O)OCCO
    103	0.4
COc1ccc(-c2oc3ccc(OC)cc3c(=O)c2O)c(OC)c1
    100	-0.1
CCNc1nc(SCC(=O)NC(=O)NCc2ccccc2)nc2sc3c(c12)CCN(C)C3
    101	-0.5
O=C(NC1CCCc2ccccc21)c1ccc(S(=O)(=O)N2CCOCC2)cc1 (stereo not drawn)
    103	0.1
COc1ccc(N2CCN(C(=O)c3nn(C)c4c3CS(=O)(=O)c3ccccc3-4)CC2)cc1
    109	0.5
C=C(C)c1cccc(C(C)(C)NC(=O)N2CCC(C)CC2)c1
    103	0.4
CCc1ccc(C(=O)N2CCN(c3ccc(N)cc3)CC2)cc1
    100	-0.4
N#Cc1ccc(-c2c(NC(=O)NS(=O)(=O)c3ccccc3Cl)oc(-c3ccco3)c2C#N)cc1
    110	2.1
COc1ccc(-c2cc(C(F)(F)F)nc(SCC(=O)Nc3ccc(C(C)=O)cc3)n2)cc1
    103	-0.2
CCS(=O)(=O)N1CCN(Cc2noc(CCC(=O)N3CCCCC3)n2)CC1
    101	-0.2
O=C1CC(c2ccc(Cl)cc2)c2cc3c(cc2N1)OCCO3 (stereo not drawn)
    107	0.5
O=c1c(N2CCN(c3ccccc3)CC2)csc2ccccc12
    101	0.2
COc1cccc([C@H]2C(C#N)=C(N)C(C#N)(C#N)C3=CCC(C)C[C@@H]32)c1 (stereo partly drawn)
    105	0.4
O=C(NC1CCCC1)c1ccc(CSc2nc3ccncc3n2Cc2cccc(F)c2)cc1
    105	-0.4
O=C(O)CC12CC3CC(CC(O)(C3)C1)C2
    100	-0.2
O=C(CC(O)(c1ccccc1)c1ccccc1)Nc1ccccc1
    108	0.5
Cc1cc(C)c2sc(=NC(=O)CN3C(=O)CCC3=O)n(C)c2c1
    102	-0.1

2 entries picked at random from those above, as already listed:
Each structure is followed by: Polio RdRp inh	Polio RdRp inh FP z-score
CCOC(=O)c1ccc(NC(=O)c2nc(SC(C)C)ncc2Cl)cc1
    102	-0.7
COc1cccc([C@H]2C(C#N)=C(N)C(C#N)(C#N)C3=CCC(C)C[C@@H]32)c1 (stereo partly drawn)
    105	0.4

(cont.)
Each structure is followed by: Polio RdRp inh	Polio RdRp inh FP z-score
COc1cc(OC)cc(-c2nc(=S)n3ccsc3n2)c1
    103	0.1
O=C(COc1ccccc1Cl)OCc1cc(=O)n2nc(-c3cccs3)sc2n1
    108	0.4
CC(=O)O[C@H]1CC[C@@]2(C)C(=CC[C@@H]3[C@@H]2CC[C@]2(C)C(=O)CC[C@@H]32)C1
    101	0.1
COc1ccccc1OCC(=N)N
    103	0.4
COc1ccc2[nH]c3c(=O)n(CC(=O)NC4CCCCCC4)c(=S)[nH]c3c2c1
    103	0.4
COC(=O)c1ccc2c(=O)n(CC3CCCO3)c(SCC(=O)Nc3ccccc3Cl)nc2c1 (stereo not drawn)
    100	-0.6
O=C(NC12CCC(O)C(SC1)C2O)c1ccccc1 (stereo not drawn)
    101	-0.3
Cc1cccc(NC(=O)c2cc3c([nH]c2=O)CCCC3=O)n1
    101	-0.1
Cc1ccc(C(=O)N2CCCCC2)cc1NC(=O)c1nsc2ccccc12
    108	0.2
CCOc1nc2ccccc2nc1NS(=O)(=O)c1ccccc1
    104	0.4
c1ccc(N2CCN(CCc3nnc4n3CCCCC4)CC2)cc1
    102	0.1
O=C1CSC(=S)N1CCCCCCN1C(=O)CSC1=S
    101	-0.2
CCN(CC)C(=O)c1cc(-c2cc(C(=O)N(CC)CC)c3ccccc3n2)nc2ccccc12
    101	-0.1
Cc1ccc(-c2nnc(SCC(=O)NC(C)(C)C)nc2-c2ccc(C)cc2)cc1
    107	-0.2
COc1ccc(CN(C(=O)Cc2coc3ccc(C)cc23)C2CCS(=O)(=O)C2)cc1 (stereo not drawn)
    116	0
COc1ccc(OC)c(S(=O)(=O)N2CCc3cc(OC)c(OC)cc3C2)c1
    99	-1
Cc1ccc(-n2c(=O)c3ccc(C(=O)NCc4ccco4)cc3n(Cc3ccccc3Cl)c2=O)cc1
    103	-0.1
Cc1ccc(Cn2c(N)nc3ccccc32)cc1
    102	-0.1
O=C1CCCN1C(=O)CSc1nc2ccccc2n1-c1ccccc1
    107	0.8
N#Cc1ccc(Oc2c(Cl)cncc2Cl)cc1
    100	-0.3
COC(=O)c1sccc1NC(=S)Nc1ccccc1
    102	0.6
COC(=O)c1c(C)oc2ccc(OCc3ccccc3C)cc12
    103	0.4
CC(C)(CCl)Nc1nc2ccccc2s1
    103	0.3
O=C(COc1ccccc1)NCc1nc2ccccc2n1Cc1ccc(Cl)cc1
    104	0.6
N#Cc1ccc(COC(=O)CCc2nnc(-c3ccccc3)o2)cc1
    106	0.4
O=C(COc1ncnc2sc3c(c12)CCCC3)NC1CCS(=O)(=O)C1 (stereo not drawn)
    106	0.3
CCC(C(=O)Nc1cc(C)ccc1OC)n1nnc(C(=O)OC)c1C(=O)OC (stereo not drawn)
    111	-0.4
CC(C)N(C(=O)NC(=O)Nc1cccc2ccccc12)S(C)(=O)=O
    100	0
Nc1nc(/C(=C/CC(=O)O)C(=O)N[C@@H]2C(=O)N3C(C(=O)O)=CCS[C@H]23)cs1
    100	0.1
COc1ccc(CNC(=O)c2ccc(-c3nc(CSc4ccc(C)cc4)c(C)o3)cc2)cc1OC
    106	-0.2
O=C(NCc1ccccc1)c1ccc2c(c1)CCN2S(=O)(=O)c1ccccc1
    101	-1.3
COc1ccc(CNC(=O)CSc2nc3cc4c(cc3cc2C#N)OCCO4)cc1
    102	-0.2
Cc1ccc2nc(N3CCN(Cc4nnnn4C4CCCC4)CC3)c(C#N)cc2c1
    102	0
Cc1ccc(S(=O)(=O)c2nc(-c3ccco3)oc2SC(C)C)cc1
    112	2.2
Cc1ccc(OCCN2CCN(C(=O)CSc3nc4ccccc4nc3N3CCCC3)CC2)cc1
    102	0.6
CCOc1ccc(S(=O)(=O)Nc2ccc3oc(C)c(C(=O)OC(C)C)c3c2)cc1
    110	0.9
CCOC(=O)CSCC1=C(C(=O)OCC)CNC(=O)N1
    97	-0.8
CCc1ccc(CNC(=O)c2ccc3c(c2)nc2n3CCCCC2)cc1
    110	0.4
COc1ccc2oc(=O)c(-c3nc4ccccc4c(=O)[nH]3)cc2c1
    101	0.3
Cc1cc(C)c2oc(-c3cccc(NC(=O)c4cc5ccccc5o4)c3)nc2c1
    105	0.1
CCc1c(CN(C)Cc2ccccc2)csc1C
    101	-0.1
CC(C)(C)c1cc(N=O)cc(C(C)(C)C)c1O
    103	1.1
NNc1nc2c(-c3ccc(Cl)cc3)nnn2c2ccccc12
    101	0.2
Cn1c(C(C#N)c2ncc(Cl)cc2Cl)nc2ccccc21 (stereo not drawn)
    99	-1
O=C(OCc1ccccc1)c1cccc(OC(F)F)c1
    101	0
CC1CC(=O)Nc2ccccc2N1C(=O)CSc1ccccn1 (stereo not drawn)
    113	0.6
CC(C)c1ccc(-c2noc(C3CCCN(C(=O)c4ccccc4)C3)n2)cc1 (stereo not drawn)
    99	-0.9
COc1ccc(C=Nc2ccccc2Sc2ccccc2)cc1O
    101	-0.1
CCCCN1C(=O)/C(=C2/Sc3ccc(OC)cc3N2C)SC1=S
    104	0.6
Cc1c(CCNC(=O)c2ccc(Br)o2)sc2nc(-c3ccc(Cl)cc3)nn12
    102	-1.2
CC[n+]1c(/C=C2\C=C(C)CC(C)(C)C2)oc2ccccc21
    101	0
Cc1[nH]c2ccc(C(=O)OCC(=O)N3CCCC3=O)cc2c1C
    104	0.1
Fc1ccccc1CNCCCn1ccnc1
    101	-0.1
CN(C(=O)CSc1cc(=O)n(C)c2ccccc12)C1CCCCC1
    102	-0.1
CCc1cccc(NC(=O)c2ccc3c(c2)c(C)c(C)n3Cc2ccc(F)cc2)c1
    107	0.1
COc1cccc(NC(=O)CCCSc2nc(-c3ccco3)cc(C(F)(F)F)n2)c1
    103	1
CC(=O)N1CCC(N(C(=O)Nc2ccccc2)C(C)C)CC1
    103	0.5
FC(F)(F)c1ccc(CSc2c[nH]c3ccccc23)cc1
    104	1.2
COc1ccc(CCNC(=O)c2cc(Nc3cc(C)cc(C)c3)nc3ccccc23)cc1OC
    103	-1.3
COc1ccccc1CCNC(=O)C(=O)NCC(c1ccco1)S(=O)(=O)c1ccc(C)cc1 (stereo not drawn)
    103	-0.9

Single records (already shown):
Entry for O=C(CC(O)(c1ccccc1)c1ccccc1)Nc1ccccc1 → Polio RdRp inh = 108; Polio RdRp inh FP z-score = 0.5
Entry for O=C(COc1ccccc1)NCc1nc2ccccc2n1Cc1ccc(Cl)cc1 → Polio RdRp inh = 104; Polio RdRp inh FP z-score = 0.6
Entry for FC(F)(F)c1ccc(CSc2c[nH]c3ccccc23)cc1 → Polio RdRp inh = 104; Polio RdRp inh FP z-score = 1.2

(continued)
Each structure is followed by: Polio RdRp inh	Polio RdRp inh FP z-score
CCOc1ccccc1CNC(=O)c1ccc2c(c1)nc1n2CCCCC1
    113	0.9
COc1cccc(OCC(=O)Nc2cccc(Cl)c2)c1
    103	1
O=C(CSc1nc2ccccc2nc1SCC(=O)N1CCCCC1)N1CCCCC1
    103	0
CCN1CCN(C(=O)Cn2ncc3c4ccccc4n(Cc4ccccc4)c3c2=O)CC1
    107	-0.2
CC(=O)c1cccc(NC(=O)Cn2cnc3c2c(=O)n(C)c(=O)n3C)c1
    111	0.1
CC1Cc2ccccc2N1S(=O)(=O)c1ccc2nc(-c3ccccc3)[nH]c2c1 (stereo not drawn)
    102	0.1
COc1ccc(C[C@H]2NC[C@H](O)[C@H]2OC(C)=O)cc1
    100	0.1
Clc1ccccc1CSc1nc(NCCc2ccccc2)c2ccccc2n1
    104	-0.5
Cc1ccc(O)c(C(=O)CC(=O)c2cccs2)c1
    103	0.3
O=C(Nc1cc(Cl)ccc1Cl)c1cc(S(=O)(=O)NC2CCCC2)ccc1F
    101	-0.5
CC(C)OC1=NS(=O)(=O)c2ccccc21
    101	-0.1
CC(=O)N1CCc2cc(S(=O)(=O)NC(Cc3ccccc3)C(=O)Nc3cccc(C)c3)ccc21 (stereo not drawn)
    105	0.1
c1coc(C2=NCCN2)c1
    103	0.4
CC(=O)Nc1ccc(/C=C2\CCc3ccccc3C2=O)cc1
    102	0
CCc1nn(Cc2c(C)cc(C)cc2C)c(=O)c2cc3cc(C)ccc3n12
    110	0.7
O=C(COC(=O)c1ccc(-n2cnnn2)cc1)Nc1ccc2ccccc2c1
    101	-0.4
CCn1c(=O)c2sccc2n2c(CCC(=O)Nc3cc(C)cc(C)c3)nnc12
    109	0.9
COc1ccccc1CNc1nc2c(S(=O)(=O)c3ccccc3)nnn2c2ccc(Cl)cc12
    103	-0.4
CCCNC(=O)C1CCC(Cn2c(=O)c3sccc3n(CC(=O)N3CCCC3)c2=O)CC1 (stereo not drawn)
    105	-0.4
O=C(CCSc1ccccc1)Nc1nccs1
    99	-0.9
CCn1c2ccccc2c2cc(CN3CCN(Cc4ccc(Br)cc4)CC3)ccc21
    99	-0.6
CCOC(=O)c1c(-c2ccccc2)csc1NC(=O)c1cc(-c2cccc(OC)c2)on1
    71*	-5*
O=C(CCNC(=O)c1ccccc1Cl)Nc1cc(Cl)ccc1N1CCOCC1
    104	0.1
COC(=O)c1c(SCc2ccc(C#N)cc2)nc(=O)[nH]c1C
    122	2.4
Cc1ccc(N2C(=O)C(N3C(=O)CCC3=O)C2c2ccc(F)cc2)cc1 (stereo not drawn)
    102	0
CCOc1ccc(NC(=O)c2nn(C)c3c2COc2ccccc2-3)cc1
    110	0.1
Cc1cc(NN)nc(SCC(=O)NN)n1
    106	0.4
Cc1ccc(C(C)NC(=O)c2c(-c3ccccc3Cl)noc2C)c(C)c1 (stereo not drawn)
    101	-0.4
Nc1n[nH]c2nc(C(F)(F)F)cc(=O)n12
    100	-0.6
CC1CCc2nc3ccc(S(=O)(=O)N4CCC(C(=O)N5CCCC5)CC4)cc3c(C(=O)O)c2C1 (stereo not drawn)
    103	0.7
C=CCOc1cc2c(cc1C(C)c1ccc(OC)cc1)OCO2 (stereo not drawn)
    102	-0.2
COc1ccc(S(=O)(=O)Nc2ccc(-c3cn4c(C)csc4n3)cc2)cc1
    114	1.4
CCn1cc(CCC(=O)NCc2cccs2)c2ccccc21
    102	0
Cc1cc(C(=O)Oc2ccc(Cl)cc2)no1
    99	-0.6
COc1ccc(-c2cc(-c3nc4c5ccccc5ncn4n3)[nH]n2)cc1
    100	-0.4
COC(=O)c1cc(S(=O)(=O)N2CCOCC2)cn1C
    105	0.6

The list is partial. The share of hits here may be higher or lower than overall.
